esBAF inh: blocks esBAF chromatin remodeling in mouse ES cells | Bmi1-luciferase knock-in reporter, 24 h; 100% = twice the neutral-well signal | reporter increase, % at 12.5 µM | actives 2% (n = 350,000); in the data active means activation above about 40%; inconclusive means no clear call, values can overlap the other calls;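 further: 0% = median of the plate's neutral control wells and 100% = double that signal; a rise in the Bmi1 reporter signal indicates esBAF inhibition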
CASP6 VEID inh: caspase-6 (human) enzyme inhibition; purified caspase-6, Z-VEID-R110 cleavage fluorescence; inhibition, % at 12.5 µM; actives 0.53% (n = 350,000); AID 686996;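 active means mean inhibition across replicates at least about 35%, with every replicate also reaching that limit, limit read from the data; inconclusive means only one of the two criteria met; inactive means neither criterion met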;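 further: 0% = median of neutral control wells and 100% = no fluorescence left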
Target sequence (P55212 24-179 limits assumed): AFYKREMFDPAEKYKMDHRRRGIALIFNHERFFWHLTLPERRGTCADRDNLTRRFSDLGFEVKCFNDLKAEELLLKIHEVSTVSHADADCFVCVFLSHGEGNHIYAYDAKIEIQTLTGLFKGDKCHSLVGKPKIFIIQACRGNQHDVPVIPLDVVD
Target sequence (P55212 194-293 limits assumed): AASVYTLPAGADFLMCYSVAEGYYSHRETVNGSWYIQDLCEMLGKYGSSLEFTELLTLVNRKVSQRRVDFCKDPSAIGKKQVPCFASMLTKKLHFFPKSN
Statin myotox sup: suppression of simvastatin myotoxicity; C2C12 myotubes + simvastatin, ATP luminescence, 48 h; scaled: DMSO 0, geranylgeraniol control 100; rescue of ATP level, % at 7.49 µM; actives 0.78% (n = 330,000);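 active means mean ATP rescue above about 67%, or every replicate alone reaching that limit, limit read from the data, passing the limit was not always enough; inconclusive means no clear call, values can overlap the other calls; inactive means mean under the limit and some replicate under it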;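 further: myotubes were challenged with 10 µM simvastatin during compound exposure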
SIRT5 block: blocks human SIRT5 desuccinylation of peptide; Purified SirT5, succinyl-peptide AMC, trypsin-coupled fluorescence; inhibition, % at 15 µM; actives 1.1% (n = 330,000); in the data active means inhibition above about 15%; inconclusive means no clear call, values can overlap the other calls
Target sequence (Q9NXA8 whole entry, looked up): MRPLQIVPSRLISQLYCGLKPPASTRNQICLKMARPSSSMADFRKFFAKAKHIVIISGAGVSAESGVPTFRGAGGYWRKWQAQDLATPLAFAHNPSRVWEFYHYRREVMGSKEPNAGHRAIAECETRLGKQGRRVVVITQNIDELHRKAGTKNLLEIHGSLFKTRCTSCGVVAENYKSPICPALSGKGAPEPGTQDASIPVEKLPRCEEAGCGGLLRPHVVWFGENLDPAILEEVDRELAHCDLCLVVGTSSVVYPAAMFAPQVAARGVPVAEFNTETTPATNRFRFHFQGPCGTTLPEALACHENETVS
S100A4 MyoIIA: inhibitors of human S100A4 binding to myosin IIA peptide; P26447; S100A4/TAMRA-MyoIIA peptide fluorescence polarization; inhibition, % at 10.7 µM; actives 0.14% (n = 360,000);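 active means mean inhibition of at least 70% across replicates, with every replicate also reaching that level; inconclusive means mean inhibition reaches 70% but some replicates fall short; inactive means mean inhibition below 70%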
Target sequence (P26447 whole entry, looked up): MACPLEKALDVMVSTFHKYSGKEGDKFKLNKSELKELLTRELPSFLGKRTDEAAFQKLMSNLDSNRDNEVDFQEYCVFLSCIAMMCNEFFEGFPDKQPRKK
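Test system: S100A4 monomer protein. Medium: HEPES buffer with Ca2+, pH 7.2. Reagent: fluorescent myosin IIA peptide, 5 nM. Compound dosing: single-point compound testing. Timing: 5 min between mix addition and reading. Benchmarks: DMSO neutral and TFP positive wells.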
FN deposit inh: fibronectin deposition inhibition; AH1F fibroblasts, Alexa488-fibronectin deposition fluorescence, overnight; inhibition, % at 12.6 µM; actives 0.086% (n = 350,000); AID 743247;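 active means mean inhibition across replicates of 30% or more, regardless of how many single replicates reach that level; inconclusive means mean under 30% yet at least half of replicates reach 30%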;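 further: positive control wells lacked labelled fibronectin entirely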
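Assay system: AH1F fibroblasts / Quantity: 10000 cells per well / Medium: DMEM plus 2% serum, read in PBS / Reagent: labelled fibronectin 24 nM / Dosing: single dose, pinned / Times: 1 h cell attachment, overnight exposure to compound and label / Signal: fluorescence, ex 485 nm, em 525 nm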
LGR2 antag: blocks bursicon-induced cAMP signaling via Drosophila LGR2. HEK293 LGR2, CRE-luciferase, bursicon-stimulated, 4 h. inhibition, % at 9.99 µM. actives 0.35% (n = 380,000). AID 720647;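 active means drop in luminescence signal, shown as inhibition above about 50% in the replicate tests, limit read from the data, passing the limit was not always enough; inconclusive means probably only some replicates passing the limit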;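 further: agonist challenge used bursicon conditioned medium at about half maximal strength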
* marks the source's active call; other numbers are inactive results; ? = inconclusive; . = no result given; & = joins results of further samples. A portion of the library. The share of hits here may be higher or lower than overall.

#	Structure	esBAF inh	CASP6 VEID inh	Statin myotox sup	SIRT5 block	S100A4 MyoIIA	FN deposit inh	LGR2 antag
1	COc1cccc(/C(O)=C2/C(=O)C(=O)N(Cc3cccnc3)C2c2ccco2)c1 (stereo not given)	12	.	2	.	.	1	.
2	CN(C)C(=O)C[C@H]1C[C@@H]2c3cc(NS(C)(=O)=O)ccc3O[C@@H]2[C@@H](CO)O1	3	0	-6	0	-10	-21	3
3	Cn1c(=O)c2[nH]c(N3CCCCC3)nc2n(C)c1=O	-10	-3	-2	2	-1	2	-1
4	C[C@@H]1CN([C@H](C)CO)C(=O)Cc2cc(NS(=O)(=O)c3cn(C)cn3)ccc2O[C@@H]1CN(C)Cc1ccncc1	0	2	2	-4	1	.	-15
5	OC(c1ccccc1)C(Nc1ccccn1)c1ccccc1 (stereo not given)	7	-1	-3	-5	-4	21	-12
6	C[C@H](CO)N1C[C@H](C)[C@H](CN(C)Cc2ccc3c(c2)OCO3)OCCCC[C@H](C)Oc2ccc(NC(=O)Nc3cccc4ccccc34)cc2C1=O	2	.	-376	.	.	.	2
7	C[C@H](CO)N1C[C@H](C)[C@@H](CN(C)C(=O)Nc2cccc3ccccc23)Oc2ccc(NC(=O)Nc3ccc(F)cc3)cc2C1=O	0	2	7	0	14	2	20
8	CC1=CC(=C(C#N)C#N)C=C(C)N1CCN1CCN(C(=O)Nc2cccc(Cl)c2)CC1	.	0	.	3	2	1	-13
9	COc1ccc(-c2c(C)nn(-c3ccccc3)c2N)cc1	63*	.	-11	.	.	11	-47
10	O=C(O)COc1cccc2nsnc12	-2	.	2	.	.	3	.
11	CO[C@@H]1CN(C)C(=O)c2ccc(NS(=O)(=O)CC(F)(F)F)cc2OC[C@H](C)N(C(=O)NC(C)C)C[C@H]1C	-5	.	-8	.	.	0	-1
12	O=C(NC1CCCC1)C(c1ccncc1)N(C(=O)c1ccco1)c1ccc(Cl)cc1 (stereo not given)	5	3	37	-2	1	2	-8
13	Cc1noc(C)c1NC(=O)Nc1ccc2c(c1)C(=O)N([C@@H](C)CO)C[C@@H](C)[C@@H](CN(C)C(=O)Nc1ccc(C(F)(F)F)cc1)OCCCC[C@@H](C)O2	-6	-2	-4	11	-3	6	3
14	CCCN1C[C@@H](C)[C@H](OC)CN(C)C(=O)c2ccc(NC(=O)C3CC3)cc2OC[C@@H]1C	0	6	-23	6	-5	-4	9
15	O=C1OC(c2ccccc2)(c2cc(Br)ccc2O)c2ccccc21 (stereo not given)	-1	-2	-11	1	4	0	24
16	C[C@@H]1CN([C@@H](C)CO)C(=O)Cc2cc(N(C)C)ccc2O[C@H]1CN(C)Cc1ccncc1	-3	-2	-17	2	3	-4	15
17	O=S1(=O)CC(N2CCC(Cc3ccccc3)CC2)CN1C1CCCCC1 (stereo not given)	0	-2	-5	-3	-1	.	-2
18	Cc1ccc2nc(-c3cc(N)cc(N)c3)oc2c1	-51	.	-13	.	.	-14	.
19	CCCOc1ccc(C2C(C(=O)c3ccco3)=C(O)C(=O)N2CCCn2ccnc2)cc1 (stereo not given)	27	.	-5	.	.	-1	.
20	COc1ccccc1NC(=O)/C(C#N)=C/C=C/c1ccco1	8	.	-93	.	.	5	.
21	Cc1ccc(C)c(S(=O)(=O)NC2CCS(=O)(=O)C2)c1 (stereo not given)	-1	-2	14	-2	-3	4	-2
22	Cn1nccc1C(=O)Nc1ccc(Cl)cc1	48*	1	24	-3	1	.	-9
23	CCN(CC(=O)NCc1cccs1)C(=O)c1ccc(S(=O)(=O)Nc2cccc(C)c2C)cc1	-1	2	-5	1	-3	0	1
24	NCC[C@H]1CC[C@H](NS(=O)(=O)c2ccc(Cl)cc2)[C@H](CO)O1	0	1	-7	0	7	-4&-1	2
25	CCCC(=O)Nc1ccc2c(c1)OC[C@@H](C)N(C(=O)CC1CC1)C[C@@H](C)[C@@H](OC)CN(C)C2=O	-1	1	1	-1	-7	3	-3
26	O=C(N[C@H](Cc1ccccc1)C(=O)NCCCN1CCCC1=O)[C@H]1O[C@@H](n2ccc(=O)[nH]c2=O)[C@H](O)[C@@H]1O	.	-5	.	2	-4	-3	15
27	O=C(c1ccc(F)cc1)N1CCCCN2[C@H](CO)[C@H](c3ccc(/C=C/c4ccccc4)cc3)[C@H]2C1	1	2	-10	3	1	.	6
28	COCCNC(=O)c1ccc(-c2ccc(OC)cc2C)c2ccoc12	13	2	-5	-16	2	2	11
29	CC(C)NC(=O)N1[C@@H]2Cn3c(cccc3=O)[C@H]1[C@@H](C(=O)N1CCC(Cc3ccccc3)CC1)[C@@H]2CO	.	-1	.	-2	13	.	-4
30	CC(C)NC(=O)N1CC(=O)N2[C@H](C1)[C@@H](c1ccc(/C=C/c3ccccc3)cc1)[C@@H]2CO	.	2	.	2	-4	1	6
31	Nc1nc(NC(=O)C(Cl)(Cl)Cl)nn1-c1ccccc1	-2	-1	9	.	-1	17	-9
32	COc1ccc([C@@H]2C[C@@H](c3ccccc3)Oc3c(C)ccc(C(C)C)c32)cc1	.	0	.	.	-22	-4	-6
33	Cc1ccc(-c2ccc(/C=N/c3ncn[nH]3)o2)cc1Cl	10	.	6	.	.	.	22
34	Cc1cnc(C(=O)OCC(=O)N(Cc2ccccc2)C(C)(C)C)cn1	-3	2	-3	.	2	.	23
35	Cc1ccc(S(=O)(=O)NNC(=O)CC#N)cc1	-1	5	-1	-4	3	-7	-10
36	Cc1ccc(/C=C/C(=O)Nc2nn[nH]n2)o1	.	19	.	0	1	2	4
37	COc1cccc(CC(=O)OC(C)C(=O)Nc2ccc(Cl)cn2)c1 (stereo not given)	-2	6	-14	5	2	-2	-1
38	COCCNC(=O)Cn1nc(-c2ccccc2F)ccc1=O	-3	0	24	-4	1	-4	4
39	CCN(CC)CCN1C(=O)C(=O)/C(=C(/O)c2ccc3c(c2)CC(C)O3)C1c1ccc(OC)cc1 (stereo not given)	.	-5	.	-3	-1	2	-4
40	CCNC(=O)Nc1ccc2c(c1)C(=O)N(C)[C@@H]1CC[C@@H](CC(=O)NCC3CC3)O[C@H]1CO2	1	.	2	.	.	0	20
41	Cc1ccc(S(=O)(=O)N2CCN(C(=O)c3ccccc3-c3nc4ccccc4s3)CC2)c(C)c1	0	-127	-5	-1	9	11	-5
42	COc1ccc(OC)c(-c2cc(C(=O)N/N=C(\C)c3cccnc3)c3ccccc3n2)c1	-8	1	-7	-1	1	.	0
43	CCN(CC)S(=O)(=O)c1ccc(N2CC(C(=O)N3CCOCC3)CC2=O)cc1 (stereo not given)	-4	1	-9	-2	-3	-1	8
44	O=C(CSc1nc(=O)n2ccccc2n1)Nc1cccc2ccccc12	0	-2	18	-2	1	-4	12
45	N=c1c(C(=O)NCC2CCCO2)cc2c(=O)n3ccccc3nc2n1C1CCCC1 (stereo not given)	-1	2	-15	-135	-10	4	-15
46	CN1OC[C@@H]2CN(Cc3ccccc3)[C@H](c3ccc(-n4ccnc4)cc3)C[C@@H]21	-11	-7	4	-2	-3	15	3
47	CCCC(=O)Nc1ccc2c(c1)C(=O)N(C)C[C@H](OC)[C@@H](C)CN(C(=O)C1CCCC1)[C@H](C)CO2	-3	2	-4	-2	-5	0	7
48	Cc1cc(Oc2ccc(Cl)cc2)nc(SCC(=O)c2ccccc2)n1	.	0	.	-5	1	4	1
49	Cc1cc(/C=N\NC(=O)CC(=O)NC2CCCCC2)c(C)n1-c1ccc(Cl)cc1	.	2	.	2	4	.	-7
50	C[C@H]1CN([C@@H](C)CO)C(=O)c2cc(Br)cnc2O[C@@H]1CN(C)Cc1ccc2c(c1)OCO2	-7	2	.	-2	8	.	2

Reprinted from above for reference:
#	Structure	esBAF inh	CASP6 VEID inh	Statin myotox sup	SIRT5 block	S100A4 MyoIIA	FN deposit inh	LGR2 antag
49	Cc1cc(/C=N\NC(=O)CC(=O)NC2CCCCC2)c(C)n1-c1ccc(Cl)cc1	.	2	.	2	4	.	-7
50	C[C@H]1CN([C@@H](C)CO)C(=O)c2cc(Br)cnc2O[C@@H]1CN(C)Cc1ccc2c(c1)OCO2	-7	2	.	-2	8	.	2

Going on with the list:
#	Structure	esBAF inh	CASP6 VEID inh	Statin myotox sup	SIRT5 block	S100A4 MyoIIA	FN deposit inh	LGR2 antag
51	CO[C@H]1O[C@H](CO)[C@@H](OC(=O)Nc2ccc3c(c2)OCO3)[C@H](OC(=O)Nc2ccccc2)[C@H]1OC(=O)Nc1ccccc1	.	-2	.	-1	13	.	.
52	COc1ccccc1NC(=O)N1CCCCN2[C@@H](CO)[C@H](c3ccc(-c4ccccc4)cc3)[C@@H]2C1	.	-1	.	1	-2	.	.
53	Cc1cccc(CNc2ncnc3ccc(-c4cccnc4)cc23)c1	12	1	-15	1	8	1	-46
54	Cc1ccc(S(=O)(=O)Nc2ccc3c(c2)C(=O)N([C@@H](C)CO)C[C@H](C)[C@@H](CN(C)Cc2ccccc2)O3)cc1	-1	1	33	2	?	.	-9
55	COc1ccccc1NC(=O)N1CC(=O)N2[C@@H](CO)[C@H](c3ccc(C#CC4CC4)cc3)[C@@H]2C1	.	.	.	-3	-3	.	-6
56	Cc1ccc(S(=O)(=O)Nc2ccccc2C(=O)NCC2CCCO2)cc1 (stereo not given)	.	3	.	-1	10	-7	-7
57	CCOC(=O)C1CCN(S(=O)(=O)c2ccc(OC)c(Cl)c2)CC1	.	-3	.	-1	-3	4	29
58	Cc1nc2c(c(C)c1C#N)C(=O)c1ccccc1-2	.	1	.	4	0	0	.
59	O=C(O)c1cccc(S(=O)(=O)NCc2cccs2)c1	-6	.	2	.	.	1	.
60	O=C(NC1(C(F)(F)F)NC(=O)N(Cc2cccnc2)C1=O)c1ccc(F)cc1 (stereo not given)	-1	1	20	-4	-2	11	7
61	CCOC(=O)C1CCCN(S(=O)(=O)Cc2ccccc2)C1 (stereo not given)	3	-4	-12	-2	-2	-4	-8
62	COc1ccccc1OC(C)c1nnc(SCC(=O)Nc2c(C)n(C)n(-c3ccccc3)c2=O)n1-c1ccccc1 (stereo not given)	.	-2	.	-1	-3	.	2
63	CC[C@@H]1CN(C)[C@H]2Cc3c([nH]c4ccccc34)C(=O)C[C@@H]1[C@@H]2C(=O)OC	-3	-1	0	0	-10	.	-12
64	CN1C2=C(C#N)C(c3ccccc3)(C(F)(F)F)NC(=O)N2c2ccccc21 (stereo not given)	-2	1	-4	-4	-1	.	-6
65	C[C@@H]1CN([C@@H](C)CO)S(=O)(=O)c2ccc(C#Cc3ccccn3)cc2O[C@H]1CN(C)Cc1cccc(F)c1	2	2	-6	-2	13	.	3
66	CCOc1ccccc1C1CC(c2ccc(Br)cc2)Nc2nc(N)nn21 (stereo not given)	-5	1	10	.	2	-8	2
67	CCc1ccc(C(=O)OCC(=O)N(CCOC)c2c(N)n(Cc3ccccc3)c(=O)[nH]c2=O)cc1	1	1	-13	-1	-22	2	-2
68	COc1ccc(C(=O)NCC(=O)N2CC=C(c3ccccc3)CC2)cc1OC	10	1	10	-4	-2	4	12
69	Cc1ccccc1OC(C)C(=O)Nc1ccc(S(=O)(=O)Nc2nccs2)cc1 (stereo not given)	3	3	-7	-4	-15	2	-2
70	CCOc1ccc(Br)cc1C(=O)N/N=C/c1c[nH]c2ccccc12	3	-2	-46	-5	-5	-2	-2
71	CCC(=O)N1CCN(c2ccccc2NC(=O)c2cccs2)CC1	2	4	-4	0	0	.	7
72	COc1ccc(NS(=O)(=O)c2cccc3nonc23)c(OC)c1	.	0	.	4	0	3	-8
73	C[C@@H]1CN([C@H](C)CO)C(=O)Cc2cc(NS(=O)(=O)c3ccc(Cl)cc3)ccc2O[C@@H]1CN(C)Cc1ccc(C(=O)Nc2ccccc2N)cc1	.	2	.	-1	-2	.	-8
74	COc1cc(S(=O)(=O)NCCCn2ccnc2)ccc1Cl	-2	-16	6	0	2	6	21
75	CC1(C)Cc2cccc(OCC(=O)Nc3cccnc3)c2O1	9	.	12	.	.	7	.

From PubChem BioAssay
